# AmpC inh detg: AmpC beta-lactamase inhibition with detergent present | 370,000 tested, 0.041% active | AID 485294 | AmpC hydrolysis of nitrocefin, absorbance 480 nm, 0.01% Triton | Potency, µM (highest dose often 114 µM), for inactives: at the top dose activity change, negative = inhibition, hits mostly inhibitors | P00811;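 also: potency is read from the fitted curve at half-maximal effect; 0% = no-compound wells and -100% = no-enzyme wells; nearly all actives have a fitted effect of over 25% in size; some results filed as inactive show a strong effect at the top dose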
# Target sequence (P00811 whole entry, looked up): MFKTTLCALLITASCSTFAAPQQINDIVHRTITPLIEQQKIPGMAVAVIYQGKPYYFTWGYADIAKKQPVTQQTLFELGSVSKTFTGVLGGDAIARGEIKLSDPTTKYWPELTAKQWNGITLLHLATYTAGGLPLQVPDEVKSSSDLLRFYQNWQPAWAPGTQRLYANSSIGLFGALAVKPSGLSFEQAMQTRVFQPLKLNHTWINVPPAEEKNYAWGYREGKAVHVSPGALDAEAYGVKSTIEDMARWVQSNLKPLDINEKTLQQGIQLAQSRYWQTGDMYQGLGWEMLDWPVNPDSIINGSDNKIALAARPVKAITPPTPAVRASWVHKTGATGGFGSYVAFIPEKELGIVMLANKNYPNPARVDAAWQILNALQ
#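 AmpC (5.3 nM in the dispensed reagent) in 20 mM phosphate pH 7.0 with 0.01% (detergent screen) or 0.0001% Triton X-100 was preincubated with compounds for 15 min at room temperature. Nitrocefin was then added from an 800 uM solution, and hydrolysis was followed at 480 nm.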
# Cycloheximide cs: counter-screen hit for Shiga toxin inhibitors, cycloheximide; AID 2314; max response, %; cell reporter, cycloheximide protein synthesis inhibition counterscreen; 300,000 tested, 12% active; in the data active = max response mostly above about 13%, no sharp cut-off; inactive = mostly below about 14%; also: read at 38.3 µM for the half of the compounds with a filed dose; 0% is about no effect
# HCMV inh: inhibitors of human cytomegalovirus; 410,000 tested, 4.5% active; HFF cells, HCMV-luciferase reporter, 72 h; stronger effect = lower value; activity change, negative = inhibition, % at 57.5 µM; AID 1259415; in the data active = activity change below about -60%; inconclusive = no clear call, values can overlap the other calls; inactive = above about -39%; also: % is scaled to controls: 0 for no effect and ±100 for the full control effect
#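 After 16 h attachment at 37C, HFF cells received test compound and HCMV-luciferase (1 PFU/cell); reporter luminescence read 72 h later, data normalized against buffer-only and known inhibitor Salinomycin.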
# AMA1 RON2 block: AMA1-RON2 (P. falciparum) interaction inhibition; AID 720542; 360,000 tested, 0.2% active; Potency, µM (top dose mostly 58.2 µM), for the others: at the top dose activity change, negative = inhibition, actives largely listed as inhibitors; AlphaScreen AMA1-biotinylated RON2 peptide binding;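 also: potency is read from the fitted curve at half-maximal effect; 0% = vehicle wells and -100% = peptide control; nearly all actives have a fitted effect of over 45% in size; some results filed as inactive show a strong effect at the top dose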
#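 AMA1 (3D7) with his tag at 25 nM final met compounds first, then biotinylated RON2 peptide at 25 nM; detection used donor plus acceptor beads, 10 µg/mL apiece, read by AlphaScreen after 30 min at room temperature.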
# AmpC inh no detg: AmpC beta-lactamase inhibition without detergent; AmpC nitrocefin hydrolysis, absorbance 480 nm, 0.0001% Triton; Potency, µM (top dose mostly 57.1 µM), without a hit: at the highest dose activity change, negative = inhibition, usual class: inhibitors; 330,000 tested, 0.52% active; AID 485341;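 also: potency is read from the fitted curve at half-maximal effect; plate controls were no compound for no effect and no enzyme for full effect; nearly all actives have a fitted effect of over 20% in size; some results filed as inactive show a strong effect at the top dose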
#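 AmpC (5.3 nM in the dispensed reagent) in 20 mM phosphate pH 7.0 with 0.01% (detergent screen) or 0.0001% Triton X-100 was preincubated with compounds for 15 min at room temperature. Nitrocefin was then added from an 800 uM solution, and hydrolysis was followed at 480 nm.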
# Giardia FBPA inh: Giardia lamblia aldolase inhibition; A8B2U2; purified Giardia FBPA; Potency, µM (series often up to 59.6 µM), for the others: top-dose activity, negative = inhibition, actives largely listed as inhibitors; 290,000 tested, 0.71% active; also: potency is read from the fitted curve at half-maximal effect; % is scaled to controls: 0 for no effect and ±100 for the full control effect; nearly all actives have a fitted effect of over 55% in size
# Target sequence (A8B2U2 whole entry, looked up): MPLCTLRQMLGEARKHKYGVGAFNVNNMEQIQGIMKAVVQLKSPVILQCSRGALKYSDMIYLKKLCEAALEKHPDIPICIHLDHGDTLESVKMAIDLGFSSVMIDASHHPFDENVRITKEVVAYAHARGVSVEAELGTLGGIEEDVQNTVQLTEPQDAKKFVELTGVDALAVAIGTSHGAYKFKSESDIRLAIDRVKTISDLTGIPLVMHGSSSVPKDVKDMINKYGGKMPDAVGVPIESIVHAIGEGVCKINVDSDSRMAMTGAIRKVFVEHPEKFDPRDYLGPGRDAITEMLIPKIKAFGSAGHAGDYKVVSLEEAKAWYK
#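 40 nM FBPA preincubated 10 min at RT with compound (up to 57.5 uM final), then substrate plus GAPDH/TPI/NAD/arsenate coupling and diaphorase/resazurin added. Fluorescence read after 20 min at RT, 525/598 nm.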
# Shiga inhibitor: Shiga toxin inhibition; Vero cells, Shiga toxin protein synthesis inhibition reporter; inhibition, % at 38.7 µM; 290,000 tested, 9.2% active; AID 2315; in the data active = inhibition mostly above about 28%, no sharp cut-off; inactive = mostly below about 43%; also: 0% is about no effect
# An asterisk follows results filed as active; u = inconclusive; x = not tested or not shown; & = joins results of further samples; [ ] = another dose, or the depositor's remark. Unless noted, calls follow the shape of the dose curve; as a rule, active = well fitted curve in the direction sought with a large enough effect; inconclusive = small, poorly fitted or top-dose-only effect, or another doubt; inactive = no such curve, though single readings can be large; an effect the other way counts as inactive or inconclusive.
SMILES,AmpC inh detg,Cycloheximide cs,HCMV inh,AMA1 RON2 block,AmpC inh no detg,Giardia FBPA inh,Shiga inhibitor
CSCCC(NC(=O)/C(=C/c1ccco1)NC(=O)c1ccc(Br)o1)C(=O)O (stereo unspecified),6.1%,-2.9,-9.3,19.4%,-7.6%,1.0%,-5.6
Cn1c2ccc(F)cc2c2ncn(Cc3ccco3)c(=O)c21,-3.2%,6.2,-9.0,-7.9%,13.2%,1.9%,21.9
C/C(Cl)=C/Cn1c(SCCN2CCOCC2)nc2c1c(=O)[nH]c(=O)n2C,0.0%,3.7,-10.0,7.5%,-5.4%,5.1%,-10.5
O=C(c1cccs1)N1N=C(c2ccc(O)cc2)CC1c1ccccc1 (stereo unspecified),-8.4%,-3.6,-21.0,2.9%[11.6 µM],-19.8%,-1.8%,-4.2
Cc1csc(NC(=O)c2cc(-c3ccco3)nc3ccccc23)n1,-17.4%,9.1,18.9,-24.2%,-33.9%,-4.8%,6.8
Cc1ccc2cccc(Oc3ncnc4scc(-c5ccccc5)c34)c2n1,0.6%,-3.4,-14.9,0.9%[2.32 µM],39.0%,-13.7%,-9.7
c1ccc(-c2n[nH]c(-c3ccccc3)c2-c2nc3ccccc3[nH]2)cc1,0.1%,-3.3,5.8,-12.7%,-24.2%,-1.1%,-13.1
Cc1ccc(C(=O)COC(=O)CCC(=O)Nc2cccc(Cl)c2)cc1[N+](=O)[O-],1.3%,0.9,u,-7.4%,-24.8%,-1.4%,1.8
Cc1ccc(O)c(C(=O)c2cc(C#N)c(=O)n(-c3nccs3)c2)c1,-5.9%,5.7,43.4,38.4%[activator],-47.1%,u,13.4
O=C(O)c1ccc2[nH]c3c(c2c1)CCCC3,u,-0.5,1.6,-11.3%,-20.2%,7.9%,3.3
COc1ccc(CN(C)C(=O)c2cccc(NS(=O)(=O)c3ccccc3)c2)cc1F,u,-2.4,-12.3,-12.6%,-17.7%,-3.6%,-5.9
O=C(NCCc1ccccc1)C(c1ccncc1)N(C(=O)c1csnn1)C1CC1 (stereo unspecified),-3.2%,-2.7,-0.4,2.4%,-3.2%,9.1%,10.5
COc1ccccc1C(=O)COC(=O)c1ccccc1OCC(=O)Nc1ccc(SC(F)F)cc1,u,-3.4,-24.8,-1.1%,-48.6%,-7.8%,-6.3
COc1ccccc1CNC(=O)CCCn1nc(C)n2ccnc2c1=O,-10.8%,-1.0,35.8,-3.1%,-17.5%,-5.7%,-8.2
CCCOc1ccc(C(=O)NCc2cccnc2)cc1,-4.4%,2.9,-23.0,-5.7%,-25.5%,5.9%,1.9
COC(=O)c1nn(-c2ccc3c(c2)OCO3)cc1O,0.0%,33.2*,62.4,-3.1%,-2.6%,x,61.0
CN(Cc1ncc[nH]1)Cc1cn(-c2ccccc2)nc1-c1ccc2c(c1)OCO2,2.7%,-0.6,u,20.9%,4.7%,6.7%,-12.1
COc1ccc(S(=O)(=O)N(C)C)cc1NC(=O)CSc1nnc(-c2cccnc2)o1,-0.3%,-0.5,45.4,16.0%,-21.2%,0.4%,-10.4
O=C(COC(=O)c1ccc2ncsc2c1)NC(=O)c1ccccc1,1.7%,9.9,38.1,-4.6%,-15.6%,-1.6%,-13.5
CC1Cc2nc(SCC(=O)OCc3ccccc3)n(C)c(=O)c2S1 (stereo unspecified),-11.4%,-2.2,1.6,-6.7%,9.8%,-1.9%,-4.5
CCOC(=O)N1CCN(C(=O)c2ccc3c(=O)n(-c4ccc(OC)cc4)c(=S)[nH]c3c2)CC1,-10.1%,-5.7,-15.8,u,-0.7%,2.7%,8.0
CCCCn1c(CCn2nc(C)c(Br)c2C)n[nH]c1=S,1.2%,21.2,48.0,33.5%[activator],21.6%,4.8%,22.4
Cc1ccc(N(CC(=O)NCc2ccc(F)cc2)C(=O)CCC(=O)Nc2ccccn2)cc1C,6.1%,-4.0,-6.8,14.6%,63.9%[activator],4.7%,2.1
Cc1cc(C(=O)N2CCN(CCc3ccccc3)CC2)no1,u,-0.4,-7.5,6.4%,-8.2%,-1.5%,-9.3
O=[N+]([O-])c1ccc(-c2nc(NCc3cccnc3)c3ccccc3n2)cc1,-3.1%,23.4*,-16.4,2.4%,-3.7%,-4.1%,53.2*

# Entries of single compounds from above. Order of values: AmpC inh detg, Cycloheximide cs, HCMV inh, AMA1 RON2 block, AmpC inh no detg, Giardia FBPA inh, Shiga inhibitor
# `COc1ccccc1C(=O)COC(=O)c1ccccc1OCC(=O)Nc1ccc(SC(F)F)cc1` reads u, -3.4, -24.8, -1.1%, -48.6%, -7.8%, -6.3
# `COc1ccccc1CNC(=O)CCCn1nc(C)n2ccnc2c1=O` reads -10.8%, -1.0, 35.8, -3.1%, -17.5%, -5.7%, -8.2

# Going on with the list:
SMILES,AmpC inh detg,Cycloheximide cs,HCMV inh,AMA1 RON2 block,AmpC inh no detg,Giardia FBPA inh,Shiga inhibitor
C=CCNC(=O)C(C#N)c1nc2ccccc2nc1N1CCCCCC1 (stereo unspecified),u,-2.1,-26.0,30.5%[activator],39.6%,-28.2%,-10.6
CC1(C)CC(=O)C=C(Nc2ccc(C(=O)O)c(O)c2)C1,0.4%,-2.5,10.9,-8.4%,-34.2%,-7.8%,-6.2
COc1ccccc1-c1ccc2nnc(SCC(=O)N3CCCC3)n2n1,-6.9%,x,-1.9,-17.5%,u,x,x
O=C(Nc1cnn(Cc2ccc(F)cc2)c1)c1cc(-c2ccco2)on1,6.3%,11.7*,-39.1,17.2%,-33.0%,-2.0%,13.2
O=C(CN1C(=O)CCSc2ccccc21)N1CCC2(CC1)OCCO2,3.2%,-1.8,16.7,0.6%,0.282µM*,-1.7%,9.1
O=C(COC(=O)Cc1ccsc1)Nc1cccc(Cl)c1,8.0%,x,31.4,2.8%,-9.6%,x,x
O=C(Nc1ccccc1OC(=O)N1CCCCC1)N1CCCCC1,-6.7%,-1.0,-28.7,8.8%,-21.9%,2.1%,-7.7
Cc1ccc(NC(=O)C2C(c3ccccc3)C2(Cl)Cl)c(C)c1 (stereo unspecified),-1.0%,0.7,u,4.5%,28.2µM*,-0.3%,18.1
C/C(=N\NC(=O)c1ccccc1)c1c(C)[nH]n(-c2ccccc2)c1=O,-1.4%,49.2*,-97.4*,93.7%[activator],-35.3%,4.9%,61.3*
Cc1ccccc1NC(=O)Cc1cn(C)c2ccccc12,-7.6%,10.4,-6.1,-2.1%,-11.4%,-29.9%,-9.3
COc1ccccc1CN1CCSCC1,0.3%,-0.2,3.3,u,-18.0%,u,-2.9
COc1cccc(NS(=O)(=O)c2ccc3c(c2)NC(=O)C(C)C(=O)N3)c1 (stereo unspecified),-15.8%,0.7,-13.7,-4.8%,-16.4%,4.1%,9.1
Cc1cc(OCC(=O)c2ccc(F)cc2)ccc1N1C(=O)CCC1=O,u,-1.3,-28.0,1.2%,-4.6%,2.4%,-1.6
Cc1ccc(CN2C(=O)N/C(=C/c3cc(C)n(-c4ccccn4)c3C)C2=O)cc1,u,33.6*,-10.8,-4.0%,12.0%,-2.5%,31.1
NS(=O)(=O)c1ccc(CCNC(=O)c2ccc(C(=O)c3ccccc3)cc2)cc1,0.5%,-1.4,25.5,-3.9%,-20.0%,-1.6%,-5.4
C[C@H]1CN([C@@H](C)CO)C(=O)c2cccc(NC(=O)Nc3ccc(C(F)(F)F)cc3)c2O[C@@H]1CN(C)S(=O)(=O)c1ccccc1,x,x,-26.5,0.0%,214.7%[activator],x,x
Cc1cc(C)c(/C=C(\C#N)C(N)=S)c(C)c1,-11.1%,12.1,-35.3,66.7%[activator],23.1%,8.9%,8.2
O=C(C1CCC(CNS(=O)(=O)c2ccccc2)CC1)N1CCCCC1 (stereo unspecified),-5.6%,-2.8,4.1,0.6%,22.4%,1.1%,3.1
Cc1ccc(/C=c2\sc3nc(-c4ccccc4Br)nn3c2=O)o1,u,-1.0,15.7,12.9%,-41.3%,-6.6%,-3.9
COc1ccc(C(=O)Nc2nnc(S(=O)(=O)N3CCOCC3)s2)cc1,-6.2%&1.3%,-8.2,3.4&13.2,-11.9%,-21.3%,x,-5.2
O=C(CC(=O)N/N=C/c1ccccc1)NCc1ccccc1,6.9%,-2.4,u,4.7%,-6.2%,u,-5.4
CCc1ccc2c(c1)/C(=N/OC)C(=O)N2,-6.7%,-2.6,6.3,-18.0%,-12.3%,3.1%,-10.6
O=[N+]([O-])c1ccc(C(=S)N2CCC(Cc3ccccc3)CC2)cc1,-10.6%,-3.0,-30.7,u,-49.4%,-3.4%,-12.0
COc1cc(/C=C2\OC(=O)c3c(OC)cccc32)ccc1O,-2.4%,79.4*,291.8,10.5%,29.8%,-9.9%,100.2*
O=C(Nc1cccc(Cl)c1)Nc1cc(S(=O)(=O)N2CCOCC2)ccc1N1CCCC1,-9.7%,0.8,-79.5*,-6.6%,-10.1%,-0.2%,-13.9
SMILES,AmpC inh detg,Cycloheximide cs,HCMV inh,AMA1 RON2 block,AmpC inh no detg,Giardia FBPA inh,Shiga inhibitor
CCN=C(NCC)SC1CC(=O)N(c2ccc(OC)cc2)C1=O (stereo unspecified),-8.8%,-1.5,1.7,1.9%,-2.4%,9.4%,3.2
O=C(CSc1n[nH]c(=O)n1C1CC1)N1N=C(c2ccc(Cl)cc2)CC1c1ccco1 (stereo unspecified),4.9%,-4.0,6.9,-23.2%,137.1%[activator],-1.8%,-11.7
COc1ccc(CNC(=O)COC(=O)/C=C/c2cccs2)cc1,-4.8%,-0.3,48.3,-5.7%[11.6 µM],-19.6%,4.2%,4.2
O=C1CC(c2c[nH]c3ccccc23)C(=O)N1 (stereo unspecified),u,-2.4,62.0,9.5%,-2.6%,5.3%,-8.8
Cc1cc(NC(=O)COC(=O)C2CCN(S(=O)(=O)c3ccccc3)CC2)c([N+](=O)[O-])cc1C,-1.9%,-1.2,162.0,-21.8%,-14.2%,x,-15.5
C[C@@H]1CN(CCCn2c3ccccc3c3ccccc32)C[C@H](C)N1,-5.5%,-3.3,x,x,71.8%[activator],-23.3%&-12.0%,-8.1
O=C(CCc1nc2ccccc2c(=O)[nH]1)Nc1cc(C(F)(F)F)ccc1N1CCOCC1,-15.0%,x,-9.2,-12.8%,16.8%,x,x
N#CC1=C2N=C(N)c3ccccc3N2C2=C(C(=O)CCC2)C1c1ccc(F)cc1 (stereo unspecified),4.4%,10.7,-17.6,-4.8%,-30.3%,-11.0%,9.9
CC1(C)Cc2c(sc(NC(=O)C(=O)N3CCOCC3)c2C#N)CO1,-8.2%,-9.2,9.0,6.0%,-12.9%,x,-10.6
O=C(NCCCN1CCN(CCCNC(=O)c2cccc([N+](=O)[O-])c2)CC1)c1cccc([N+](=O)[O-])c1,-8.2%,-8.7,-33.0,0.0%,-1.5%,3.1%,-10.7

# Some values from the entries so far.
# Cc1ccc(C(=O)COC(=O)CCC(=O)Nc2cccc(Cl)c2)cc1[N+](=O)[O-] | AmpC inh detg = 1.3%
# Cc1cc(OCC(=O)c2ccc(F)cc2)ccc1N1C(=O)CCC1=O | AmpC inh no detg = -4.6%
